SR-BI uptake up – activators of SR-BI mediated DiI-HDL uptake, primary screen, ldlA[mSR-BI] CHO cells, DiI fluorescence | 3 h; 100 = double the neutral-control signal | hit rate 0.096% among 320,000 | activation, % at 12.5 µM;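 active = mean replicate activation of at least 60% and every replicate at or above 60%; inconclusive = mean or all-replicate condition met, but not both; inactive = mean below 60% and not all replicates reaching 60%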;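 note: 0% = median plate neutral-control signal and 100% = twice that signal; values of inactives mirror those of a sister screen read the other way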
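Assay system: CHO ldlA[mSR-BI] cells, LDL receptor-null, SR-BI overexpressing; medium: Ham's F12 with 0.5% BSA, HEPES 25 mM, pH 7.4; also added: DiI-HDL 10 µg/mL; timing: 3 h uptake period with compound, 37 °C; signal: DiI fluorescence, bottom read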
CAL PDZ FP-1 – CAL PDZ peptide-binding inhibitors, primary screen, biochemical, fluorescence polarization, Cer-tagged CAL PDZ, HTS; Golgi-associated PDZ and coiled-coil motif-containing protein (Homo sapiens), Q9HD26; purified CAL PDZ, TMR-peptide fluorescence polarization, 1 h; inhibition, % at 20 µM; hit rate 0.02% among 330,000; AID 504414, 2011;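 active = highest replicate inhibition of at least 40%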;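 note: plate controls were DMSO neutral control wells for no effect and unlabeled competitor peptide control wells for full effect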
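Test system: purified CerCALP PDZ construct; Compound dosing: one concentration, 20 µM compound; Also added: TMR-labelled reporter peptide T*-PRC34 bound in PDZ groove; Read-out: inhibition from polarization loss; Controls: unlabelled peptide and DMSO controls; Signal: FP readout, S and P plane fluorescence; Incubation: 1 h at RT.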
Rtt109 Vps75 – inhibitors of C. albicans Rtt109/Vps75 HAT, primary screen, biochemical, ThioGlo CoA-SH fluorescence, plate reader | purified Rtt109/Vps75, 4 h | inhibition, % at 34.9 µM | hit rate 0.16% among 330,000;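 active = inhibition of at least 50% in every replicate; inconclusive = best replicate reaches 50% inhibition but some replicates fall short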
Target sequence (Q5AAJ8 whole entry, looked up): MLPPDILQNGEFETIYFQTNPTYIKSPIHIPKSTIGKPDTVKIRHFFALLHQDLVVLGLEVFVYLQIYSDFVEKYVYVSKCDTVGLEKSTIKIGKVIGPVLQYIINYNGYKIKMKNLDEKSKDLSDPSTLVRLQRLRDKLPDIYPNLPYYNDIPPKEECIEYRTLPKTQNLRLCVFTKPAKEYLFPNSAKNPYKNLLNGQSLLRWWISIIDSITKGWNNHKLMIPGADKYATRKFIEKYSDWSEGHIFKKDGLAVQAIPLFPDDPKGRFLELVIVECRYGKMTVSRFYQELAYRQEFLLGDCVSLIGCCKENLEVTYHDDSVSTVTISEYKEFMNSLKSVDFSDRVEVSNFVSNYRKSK
PvdQ inh – P. aeruginosa PvdQ acylase inhibitors, primary screen, biochemical, fluorescence, plate reader and imaging, single point; PvdQ acylase [Pseudomonas aeruginosa LESB58]; purified PvdQ acylase; inhibition, % at 10 µM; hit rate 0.063% among 340,000; AID 488965, 2010; in the data active = inhibition above about 30%, passing the limit was not always enough; inconclusive = no clear call, values can overlap the other calls;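 note: 0% = vehicle neutral wells and 100% = reference inhibitor wells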
NSD2 inh – NSD2 histone methyltransferase inhibitors, primary screen, biochemical, AlphaScreen, single concentration, set 2 | NSD2 peptide methylation, 120 min | inhibition, % at 12.5 µM | hit rate 0.54% among 310,000 | AID 743445, 2014; in the data active = inhibition above about 50%
CAL PDZ FP-2 – untagged CAL PDZ binding inhibitors, primary screen, biochemical, fluorescence polarization, HTS; inhibition, % at 24.9 µM; AID 602252, 2012; purified CAL PDZ, TMR-peptide fluorescence polarization, 1 h; hit rate 0.92% among 300,000; Golgi-associated PDZ and coiled-coil motif-containing protein (Homo sapiens), Q9HD26;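 active = mean inhibition of at least 30% with at least half of replicates also reaching 30%; inconclusive = no clear call, values can overlap the other calls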;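 note: 0% = DMSO neutral control and 100% = excess unlabeled competitor peptide PRC23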
PfHsp90 set2 – growth inhibition of PfHsp90-expressing yeast, primary screen, antimalarial PfHsp90 inhibitor project, S. cerevisiae, BacTiter-Glo luminescence, single point, set 2; BacTiter-Glo ATP, 48 h; yeast lacking PDR1 and PDR3 efflux regulators; inhibition, % at 9.4 µM; hit rate 0.32% among 310,000; AID 504621, 2011;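 active = every replicate shows inhibition above about 80%, whatever the replicate mean, limit read from the data; inconclusive = mean inhibition reaches the set limit but some replicate falls short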;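 note: 0% = DMSO neutral controls and 100% = 20 µM radicicol positive controls; yeast relying on Plasmodium falciparum Hsp90 in place of its own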
dFosB act – activators of delta FosB homodimer, primary screen, biochemical, fluorescence polarization, TAMRA-CDK5 oligo, single point. hit rate 0.99% among 340,000. AID 493131, 2011. Protein FosB (Mus musculus), P13346. activation, % at 25 µM. purified delta FosB; percent of positive-control signal above neutral wells;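 active = mean activation above about 17%, with every replicate also reaching it, limit read from the data, passing the limit was not always enough; inconclusive = only one of the two conditions met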;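 note: fluorescence polarization rise as delta FosB binds a TAMRA Cdk5 AP-1 oligo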
Target sequence (P13346 whole entry, looked up): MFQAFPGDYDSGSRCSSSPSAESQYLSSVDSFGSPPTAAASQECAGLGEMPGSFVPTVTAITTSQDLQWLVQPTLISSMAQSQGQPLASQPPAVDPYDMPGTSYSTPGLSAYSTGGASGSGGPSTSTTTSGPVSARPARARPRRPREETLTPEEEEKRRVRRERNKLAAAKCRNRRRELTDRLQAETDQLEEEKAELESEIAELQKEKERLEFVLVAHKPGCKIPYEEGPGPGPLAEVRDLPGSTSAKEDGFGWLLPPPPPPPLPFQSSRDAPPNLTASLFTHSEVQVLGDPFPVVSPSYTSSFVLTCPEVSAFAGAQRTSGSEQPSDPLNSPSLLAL
SR-BI HDL uptake – inhibitors of SR-BI mediated HDL lipid uptake, primary screen, ldlA[mSR-BI] cells, fluorescence, single point. Scavenger receptor class B member 1 (Mus musculus), Q61009. ldlA[mSR-BI] CHO cells, DiI-HDL uptake fluorescence, 3 h. inhibition, % at 12.5 µM. hit rate 0.96% among 320,000. AID 488896, 2010;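 active = mean replicate inhibition of at least 70% and a set share of replicates each scoring 70 or more; inconclusive = meets just one of the two criteria; inactive = fails both criteria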;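 note: 0% = median of neutral control wells and 100% = median of positive control wells; values of inactives mirror those of a sister screen read the other way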
MITF TRPM1 HTS – activators of MITF-driven TRPM1 promoter reporter, primary screen, cell-based, SK-MEL-5, luciferase, single point | SK-MEL-5 TRPM1-promoter luciferase, 24 h; % of positive control, neutral wells = 0 | AID 588334, 2011 | hit rate 0.75% among 300,000 | activation, % at 12.5 µM;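 active = mean activation of at least 80% with every replicate also reaching 80%; inconclusive = mean reaches 80% but some replicate falls short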;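 note: 0% = neutral control wells and 100% = parthenolide positive control wells; values of inactives mirror those of a sister screen read the other way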
Numbers without * were called inactive; u = inconclusive; x = no result given.

SMILES	SR-BI uptake up	CAL PDZ FP-1	Rtt109 Vps75	PvdQ inh	NSD2 inh	CAL PDZ FP-2	PfHsp90 set2	dFosB act	SR-BI HDL uptake	MITF TRPM1 HTS
COc1ccc(CN2C(=O)CN(C3CCCCCC3)C(=O)C2c2ccc(OC)c(OC)c2)cc1 (stereo unspecified)	3	-1.6	6	-8	3	x	9	-7	-3	-2
Cc1ccc2c(c1)CCCN2C(=O)c1cc2ccccc2oc1=O	-25	-0.5	6	6	x	x	9	-10	25	7
CCCNS(=O)(=O)c1ccc(OC)c(Cl)c1Cl	-1	0.1	-4	39*	-5	-7	x	-10	1	18
Cc1nn(C)cc1CNC(=O)c1ccccc1Br	42	-2.9	25	1	2	-3	x	-5	-42	0
Cc1ccc(C)c(OCC(=O)Nc2ccc(S(=O)(=O)Nc3ccccn3)cc2)c1	15	-2.1	1	-6	-1	-2	-9	1	-15	-5
COc1ccccc1NC(=O)Cn1cnc2sc(C(=O)Nc3cc(OC)c(OC)c(OC)c3)c(C)c2c1=O	-54	-5.9	-6	-10	-5	0	35	9	54	-15
O=C(c1ccc(Cl)c(Cl)c1)N(Cc1ccco1)c1ccc(O)cc1	-16	-3.3	-18	-4	1	5	-5	-10	16	-5
Cc1cccc(C(=O)NCCc2ccccc2)c1	10	0.1	0	-16	-3	6	-4	-6	-10	105*
COc1ccc(NS(=O)(=O)c2ccc3oc(=O)c4[nH]c(=O)c(=O)n(C)c4c3c2)cc1	-3	-3.2	-5	-8	3	1	-5	-2	3	0
O=C(OCC(=O)N1CCOCC1)c1ccc2[nH]c3c(c2c1)CCCC3	-26	0.0	1	6	4	4	6	-2	26	-4
Cc1cc(C)nc(-n2nc(C)cc2NC(=O)CN2CCCC(C)C2)n1 (stereo unspecified)	5	-1.0	4	-22	3	-3	4	-1	-5	-2
COc1ccc(/C=C(\NC(=O)c2ccc(Cl)cc2)C(=O)NCCCN2CCOCC2)cc1OC	15	-1.2	-1	8	-2	11	2	-1	-15	3
CC(C)CC(=O)NC(=S)N(Cc1ccccc1)Cc1ccccc1	1	0.4	7	-19	-3	-3	-37	-2	-1	8
CSCCC(=O)N1CCCC(N(C)CCc2ccccc2)C1 (stereo unspecified)	18	-2.3	0	2	17	-4	-4	3	-18	x
O=C(NCc1cccnc1)c1cc(-c2ccco2)on1	1	0.8	-11	-13	4	x	-26	-9	-1	18
COc1ccccc1C1C(C(=O)c2ccc(C)o2)=C(O)C(=O)N1c1cc(C)on1 (stereo unspecified)	6	-0.6	9	-11	-5	7	28	3	-6	-9
CC(=O)OC1CCC2(C)C(COc3ccc4ccc(=O)oc4c3)C(C)(O)CCC2C1(C)C (stereo unspecified)	-18	-1.4	4	-10	-1	-3	-5	-2	18	6
O=C1/C(=C\c2ccc(O)c(O)c2)C(c2ccccc2)=NN1c1ccccc1	-19	1.1	x	-15	x	-6	6	-15	19	3
O=C(Nc1ccccc1)c1ccn[nH]1	-7	-0.3	-6	5	7	-1	10	8	7	u
CCn1c(C)c2c(C)nnc(C)c2c1C	15	-0.5	-4	-13	1	1	20	-5	-15	2

4 entries picked at random from those above:
SMILES	SR-BI uptake up	CAL PDZ FP-1	Rtt109 Vps75	PvdQ inh	NSD2 inh	CAL PDZ FP-2	PfHsp90 set2	dFosB act	SR-BI HDL uptake	MITF TRPM1 HTS
Cc1cccc(C(=O)NCCc2ccccc2)c1	10	0.1	0	-16	-3	6	-4	-6	-10	105*
CSCCC(=O)N1CCCC(N(C)CCc2ccccc2)C1 (stereo unspecified)	18	-2.3	0	2	17	-4	-4	3	-18	x
Cc1cc(C)nc(-n2nc(C)cc2NC(=O)CN2CCCC(C)C2)n1 (stereo unspecified)	5	-1.0	4	-22	3	-3	4	-1	-5	-2
COc1ccccc1NC(=O)Cn1cnc2sc(C(=O)Nc3cc(OC)c(OC)c(OC)c3)c(C)c2c1=O	-54	-5.9	-6	-10	-5	0	35	9	54	-15

Next part.
SMILES	SR-BI uptake up	CAL PDZ FP-1	Rtt109 Vps75	PvdQ inh	NSD2 inh	CAL PDZ FP-2	PfHsp90 set2	dFosB act	SR-BI HDL uptake	MITF TRPM1 HTS
COc1ccc(CNC(=O)c2ccccc2SCC(=O)N2CCCC2)cc1OC	30	-2.3	28	3	1	2	x	-4	-30	4
Clc1ccccn1	8	-0.9	-2	-10	x	-1	16	-3	-8	3
CC(C)(C)C(=O)NC1CC2CCCC(C1)N2C(=O)Nc1ccccc1 (stereo unspecified)	5	-0.3	3	14	-1	-5	4	-6	-5	x
CCC(c1nnnn1CCOC)N1CCN(Cc2ccccc2OC)CC1 (stereo unspecified)	12	-0.4	-20	-10	0	1	x	-7	-12	0
COc1ccc(NC(=O)COC(=O)c2ccc(NS(=O)(=O)/C=C/c3ccccc3)cc2)cc1	-10	-1.5	2	6	-1	3	-8	10	10	-8
O=C(COc1c(Br)cc(Br)c2cccnc12)N1CCc2ccccc2C1	4	-1.5	-6	-18	1	-4	-27	-10	-4	1
CCOc1cc(N2CCOCC2)c(OCC)cc1NC(=O)CN1CCCC1	14	-0.5	-6	-11	2	94*	4	2	-14	-3
Cc1ccc(OCC(=O)N2CCCCC2)c(Br)c1	-33	-1.8	9	10	-3	x	x	-11	33	62
COc1ccccc1N1CCN(C(=O)Nc2ccc(F)c(Cl)c2)CC1	-40	-3.9	1	-7	-2	1	18	-8	40	16
CC(C)(C)C(=O)Nc1cc2c3c(c1)CCC(=O)N3CCC2	x	-2.1	-3	-10	-2	-1	-8	-3	1	15
S=C(Nc1ccccc1Cl)NC1CCC(NC(=S)Nc2ccccc2Cl)CC1 (stereo unspecified)	-35	0.1	-8	7	0	31*	8	5	35	-13
CC[C@]12c3[nH]c4ccc(OC)cc4c3CCN1C(=O)C(CC(=O)NCCN1CCOCC1)C[C@@H]2C(=O)N1CCN(C(=O)C2CC2)CC1 (stereo partly specified)	3	1.1	-7	6	x	-2	-20	1	-3	12
Cc1ccsc1CN(C)C(=O)c1cc(S(=O)(=O)N2CCOCC2)ccc1N1CCCC1	9	-0.1	-2	-12	1	-1	-13	-11	-9	7
Nn1c(Cc2cccc3ccccc23)n[nH]c1=S	-19	-5.7	-6	16	1	0	-2	4	19	16
O=C(O)c1ccc(CS(=O)c2cccc(C(F)(F)F)c2)o1 (stereo unspecified)	-2	x	0	8	-4	-4	x	-5	2	3
COc1ccc(NC(=S)Nc2cccc3cnccc23)cc1	25	-1.1	11	-4	55*	0	5	-5	-25	2
COc1cccc(CNC(=O)CCNC(=O)c2ccc(Br)o2)c1	14	-2.5	4	-19	0	-2	-6	5	-14	0
CCCSc1nnc(NC(=O)Cc2ccc(OC)c(OC)c2)s1	29	-1.4	-4	6	x	14	x	1	-29	16
CCc1cc(=O)n2[nH]c(C)c(-c3ccccc3OC)c2n1	35	-0.6	8	7	x	0	-9	-8	-35	4
CC(=O)Nc1ccc(N(C(=O)Cc2c[nH]c3ccccc23)C(C(=O)NC2CCCCC2)c2ccco2)cc1 (stereo unspecified)	3	0.0	16	-6	0	-3	-2	-11	-3	-18
Cc1ccc2c(Cl)cc(Cl)c(OCC(=O)O)c2n1	23	1.4	8	-6	-1	2	8	4	-23	-4
CC(Oc1ncnc2ccccc12)C(=O)Nc1cccc(S(=O)(=O)N2CCOCC2)c1 (stereo unspecified)	-9	-2.7	-2	-8	-2	0	-2	-3	9	8
CCN(C(=O)COC(=O)c1cc(-c2ccccc2)nc2c1c(C)nn2-c1ccccc1)C1CCS(=O)(=O)C1 (stereo unspecified)	-50	-1.0	-18	7	-4	-3	-12	-3	50	7
O=C(CC1C[C@H](C(=O)N2CCOCC2)[C@@]2(CCC3CCCC3)c3[nH]c4ccccc4c3CCN2C1=O)NCC12CC3CC(CC(C3)C1)C2 (stereo partly specified)	x	0.3	-2	-7	x	-2	-29	-3	x	-13
Cc1cc(C(=O)Nc2ccc(OCc3ccccc3)cc2)c(C)o1	-27	-1.4	4	-8	0	8	3	-8	27	64
CCCN(CC(=O)Nc1ccccc1C)C(=O)CCN1C(=O)c2cccc([N+](=O)[O-])c2C1=O	12	0.3	-23	-19	1	2	x	-1	-12	-6
CCC1CSC(Nc2ccc(C(=O)/C=C/c3cccc(C)c3)cc2)=N1 (stereo unspecified)	-7	-3.0	0	-5	2	-2	-14	-7	7	17
Cc1ccc(S(=O)(=O)Oc2ccccc2/C=C2\SC(=O)NC2=O)cc1	-3	-3.1	27	5	-2	-3	4	-3	3	-14
CC(=O)N1CCN(c2nc(CC(C)C)c3c(c2C#N)CCC3)CC1	-28	-1.4	13	-13	2	2	-2	-4	28	-3
Cn1cnc2c1c(=O)n(Cc1cccc(F)c1)c(=O)n2C	38	-0.5	7	-10	-1	-1	-14	-3	-38	x
C=CC(COCc1ccccc1)N([C@@H](Cc1ccccc1)C(=O)OC)S(=O)(=O)c1ccccc1Br (stereo partly specified)	27	-0.1	4	5	x	3	-22	-4	-27	x
CC(C)c1ccc(NC(=O)NCc2ccccn2)cc1	4	-2.1	-5	-4	-2	-1	-7	4	-4	23
Cc1cccc(NC(=O)C2(c3cccs3)CCOCC2)c1	25	0.5	-2	-13	2	-2	-29	-2	-25	8
COc1cccc(/C=N/Nc2nc3ccccc3[nH]2)c1O	x	-0.6	-8	-6	-1	4	2	-8	x	-17
COc1ccccc1N(C)S(=O)(=O)c1ccc(C(=O)NC2CCCCCC2)cc1	-40	-1.7	-4	-11	50*	-2	6	-2	40	-5
C=CCN([C@H](C(=O)OC)C(C)C)S(=O)(=O)CCNCc1ccccc1	8	-0.5	-4	2	x	1	-6	2	-8	7
CCOc1cc(/C=C(\CC(=O)O)c2nc3ccccc3s2)ccc1OCC(=O)Nc1cccc(C(F)(F)F)c1	6	-3.0	3	-12	3	-5	-25	-12	-6	19
O=C(CCC(=O)Nc1cccnc1)Nc1cccnc1	15	0.6	-3	-8	-1	-5	3	-2	-15	x
